Lipid storage S3: qHTS Assay for Lipid Storage Modulators in Drosophila S3 Cells; hit rate 0.64% among 320,000; AID 2685; Drosophila S3 cells, BODIPY lipid droplet fluorescence, 18-24 h; cells fed with added oleic acid; lipid storage change, negative = inhibition, % at the top dose, mostly 46.1 µM; hits show Potency in µM; active means well fitted inhibition curve with a large enough effect in the signal ratio, with a control signal flat, not every such curve was filed as active; inconclusive means small, poorly fitted or top-dose-only effect, or effect the other way, or a change in a side signal; the % refers to the signal ratio
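Drosophila S3 cells got compounds at several concentrations plus oleic acid (400 uM solution). Laser-scanning cytometry with 488 nm excitation read lipid droplets at 500-530 nm and cells at 575-640 nm. Percent activity was relative to 20 uM Triacsin C.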
Lipid storage S3 cell count max: also measured in Lipid storage S3; calls as there; cell number change, %; measured here: cell count max response;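 cells counted by Cell Tracker Red CMTPX staining in the red channel; peak over a dose series mostly up to 46.1 µM; percent activity relative to internal control wells on each plate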
* marks the source's active call; other numbers are inactive results; i = inactive; u = inconclusive; x = not tested or not shown. On the % scale 0 is the no-effect control and ±100 the full control effect; potency means the concentration at half of the fitted maximal effect. The list is partial; count on the stated rates, not on these rows.

mol,Lipid storage S3,Lipid storage S3 cell count max
Cc1cnc(C(=O)OCC(=O)NCCCc2ccccc2)cn1,5.2µM*,-37*
Cc1cc(S(=O)(=O)N2CCOCC2)ccc1OCC(=O)N1CCOCC1,u,x
C/C(=N\NC(=O)Cc1ccc(Br)cc1)c1cccnc1,u,x
CCn1c(SCC(=O)c2ccc(O)c(O)c2)nnc1-c1ccccc1OC,11%,-18
CCS(=O)(=O)N1CCC(C(=O)N2CCN(c3ccccc3)CC2)CC1,i,11
Clc1cccc(Cl)c1/C=C/c1nc2ccccc2[nH]1,u,x
COc1ccccc1CCC(=O)N1CCN(S(=O)(=O)c2cccc(F)c2)CC1,u,x
CCS(=O)(=O)CCSc1nc(C)cc(C)c1C#N,i,6
Cc1ccsc1/C=C1\SC(N2CCOCC2)=NC1=O,-10%,9
CCOC(=O)c1cc(C#N)c(SCC(=O)c2cc(C#N)c(SC)nc2C)nc1C,u,x
COc1ccc(S(=O)(=O)N2CCCC(C(=O)N3CCN(C)CC3)C2)cc1Cl (stereo not given),u,x
O=C(COc1ccc([N+](=O)[O-])cc1)N(Cc1cccs1)C1CCS(=O)(=O)C1 (stereo not given),u,x
O=C(Cc1ccccc1)N/N=C/c1cc(Br)cc(Cl)c1O,u,x
CC1=C(C(=O)OC(C)C)C(c2c[nH]c3ccccc23)n2ncnc2N1 (stereo not given),u,x
COC(=O)C1=CN(Cc2ccccc2)C=C(C(=O)OC)C1c1cc(F)ccc1F,u,x
O=S(=O)(Nc1cc(Sc2cccc3cccnc23)c(O)c2ccccc12)c1ccc(F)cc1,u,x
CCCCC/C=C/C1=CC(=O)C[C@H](c2ccc3c(c2)OCO3)C1,u,x
COc1ccc(/C=C(\C#N)C(=O)OCC(=O)Nc2ccc(-c3nc4ccc(C)cc4s3)cc2)cc1,u,x
C#CCOC(=O)/C(=C/c1ccc(F)cc1)NC(C)=O,8%,7
CCOC(=O)c1ccc(N(C(=O)c2ccco2)C(C(=O)NC2CCCC2)c2ccncc2)cc1 (stereo not given),17%,x
CC(C)(CNC(=O)c1cc2c(s1)CCCC2)N1CCOCC1,u,x
Cc1ccccc1CN1CCNC(=O)C1CC(=O)N(C)CCC1CCOCC1 (stereo not given),u,x
O=C(CSc1nnc(-c2ccccn2)n1Cc1ccco1)Nc1ccc2c(c1)OCO2,-13%,-11
CCCCN(c1ccccc1)S(=O)(=O)N(C)C,u,x
CC(=O)Nc1c(O)n(C)c2ccccc12,u,x
CC(=O)N1CCN(C2=NC(=O)C(=C3CCCCC3)S2)CC1,5%,4
Cc1cc(=O)n(CC(=O)Nc2cc(Cl)ccc2C)c(C(C)C)n1,5%,4
O=C(CSc1nc2ccccc2nc1N1CCOCC1)N1CCN(c2ccccc2)CC1,i,-13
CCCCN(C1CCS(=O)(=O)C1)S(=O)(=O)c1cc(C)ccc1C (stereo not given),u,x
CCOC(=O)[C@H](CCc1ccccc1)N[C@@H](C)C(=O)N1CCC[C@H]1C(=O)O,u,-26

Taken from above:
Lipid storage S3 cell count max, O=C(CSc1nc2ccccc2nc1N1CCOCC1)N1CCN(c2ccccc2)CC1 = -13
Lipid storage S3 cell count max, CC(=O)N1CCN(C2=NC(=O)C(=C3CCCCC3)S2)CC1 = 4

(list continues)
mol,Lipid storage S3,Lipid storage S3 cell count max
CC1(C(=O)Oc2ccccc2)Cc2ccccc2C(=O)O1 (stereo not given),8%,17
Cc1ccc2c(CC(=O)Nc3ccc(F)c(S(=O)(=O)N4CCOCC4)c3)coc2c1,u,x
O=C(C1CCN(S(=O)(=O)c2cccc3nsnc23)CC1)N1CCN(c2ccccc2F)CC1,-2%,-20
O=C(O)c1cccc(NS(=O)(=O)c2ccc(S(=O)(=O)N3CCOCC3)cc2)c1,i,x
CCc1ccccc1NC(=S)NC1CC2CCCC(C1)N2Cc1cccs1 (stereo not given),i,x
Cc1ccc(S(=O)(=O)N2CCN(Cc3cccc(C)c3O)CC2)cc1,3%,-3
O=C(Nc1cccc(Oc2ccc3c(c2)C(=O)NC3=O)c1)c1ccco1,u,x
Cc1cccnc1Nc1nc(-c2ccc(F)cc2)cs1,i,-1
C=CCNC(=S)NN(c1ccccc1)c1ccccc1,u,x
O=C(COc1cc(O)c2c(=O)cc(-c3ccccc3)oc2c1)c1ccccc1,-1%,x
CCCCN1Cc2c(nc3cc(-c4ccco4)[nH]n3c2=O)C1=O,0%,-8
COC(=O)c1sccc1-c1ccc(C(=O)Nc2ccccc2)o1,u,x
CN(Cc1ccco1)S(=O)(=O)c1nnc(NC(=O)c2ccccc2Cl)s1,u,x
Cc1cc(C2=NNC(=NCc3ccccc3)SC2)c(C)n1-c1c(C)n(C)n(-c2ccccc2)c1=O,u,x
N#Cc1ccccc1S(=O)(=O)N1CCN(C(=O)c2cn(-c3ccccc3)nc2-c2cccnc2)CC1,u,x
Cc1ccc(NC(=O)C2CCCN(S(=O)(=O)c3ccc4c(c3)oc(=O)n4C)C2)nc1 (stereo not given),i,-18
COc1ccc2cnn(CCOc3cc(C)ccc3C(C)C)c(=O)c2c1OC,u,x
CCN(CC(=O)Nc1c(F)cccc1F)C(=O)CCNC(=O)c1ccccc1OC,26%,5
CCC(C)C1NC(=S)N(C2CCCCC2)C1=O (stereo not given),4%,-20
CC(=O)c1cccc(N=C2NC(=O)C(CO)(CO)S2)c1,i,x
O=C(CSc1nc(=O)n2ccccc2n1)N1CCN(c2ccccc2)CC1,u,x
Cc1ccc(NC(=O)CS(=O)CC(=O)NCCCN(C)c2ccccc2)cc1 (stereo not given),13%,-5
COc1ccccc1N1CCN(C(=O)CSc2ncnc3scc(-c4ccccc4)c23)CC1,-2%,-2
COCCn1c(C)cc(/C=C(\C#N)C(=O)OC(C)C(=O)Nc2ccc(NC(C)=O)cc2)c1C (stereo not given),u,x
CCCCc1nc2cc(C(=O)NC(C)c3cnn(C)c3)ccc2o1 (stereo not given),u,x
O=C(NCc1ccc2c(c1)OCO2)c1cccc(C(=O)NCc2ccc3c(c2)OCO3)c1,u,x
COc1ccc(CC(=O)N2CCc3cc(OC)c(OC)cc3C2)cc1,u,x
CC(=O)c1ccc(N=C2SCCCN2C(=O)C2CCCCC2)cc1,0%,-1
CCOCCCNC(=O)C1CCN(Cc2ccc(OCc3ccccc3)c(OC)c2)CC1,i,20
CC(CC(=O)Nc1nncs1)c1ccccc1 (stereo not given),-6%,2

Next results.
mol,Lipid storage S3,Lipid storage S3 cell count max
Oc1ccc(/C=N/NC(=S)Nc2cccnc2)c(O)c1,1%,-1
CC(CC(=O)O)Nc1ccccc1O (stereo not given),0%,21
c1ccc(-c2ccccc2-c2nc(-c3cccnc3)no2)cc1,u,x
CCOc1ccccc1Nc1nnc(SCC(=O)NC(=O)c2cccn2C)s1,i,6
CN1C(C(=O)NCc2cccc(Br)c2)CC2Cn3c(nc4cc(Cl)c(Cl)cc43)C21 (stereo not given),u,x
COc1ccc([C@H]2CC(=O)C=C(c3ccc(CO)cc3)C2)cc1,u,x
Cc1ccc(-n2ncc3c(=O)n(CC(=O)N4CCN(C(=O)c5ccco5)CC4)cnc32)cc1,u,x
Cc1cc(O)c(C=O)c2c1C(=O)Oc1c(CO)c(O)c3c(c1O2)C(O)OC3=O (stereo not given),1%,8
COc1ccc(C(=O)N(Cc2ccccc2)c2cccc(C)c2)c(OC)c1OC,u,x
COc1ccc(C(=O)NC2CCCCCC2)cc1OC1CCN(C(C)=O)CC1,u,x
COc1cc(NC(=O)c2ccccc2)ccc1NC(=O)Cc1ccccc1,u,x
CC(C)C(NC(=O)OC(C)(C)C)C(=O)NC(CCC(=O)OCc1ccccc1)C(N)=O (stereo not given),-2%,12
CCc1ncc(C(O)c2cccc(OC)c2OC)n1C (stereo not given),u,x
O=C(Nc1ccccc1)c1ccccc1N=Cc1ccccc1O,6%,-6
CSc1nnc(Nc2ccccc2C)s1,u,x
CCN(CC)S(=O)(=O)c1cccc(C(=O)OCC(=O)NCCN2C(=O)CSC2=O)c1,11%,-2
CC1CC(C)(C)NC(=S)N1CCC(=O)N1c2ccccc2CC1C (stereo not given),u,x
Cc1cc(C)n(-c2nc3ccccc3s2)n1,0%,-8
Cc1cc(C(=O)Nc2cccc(C)c2C)c2ccccc2n1,u,x
Cc1cccc(NC(=S)NNC(=S)NCc2ccccc2)c1,u,x
O=C(NC(=S)Nc1sc2c(c1C(=O)O)CCCC2)c1ccccc1,u,x
Cn1ccc(NC(=O)c2ccc([N+](=O)[O-])cc2)n1,20%,-8
O=C(O)CC1(CC(=O)NCc2ccc(C(F)(F)F)cc2)CCCCC1,u,x
CC(C)COC(=O)/C(C#N)=C/c1cn(Cc2ccccc2)c2ccccc12,u,x
Cc1ccc(C(=O)NCCN2CCNC2=O)cc1,u,x
COc1ccc(C(=O)CCc2ccccc2O)c(OC)c1,u,x
Cc1cccc(NS(=O)(=O)c2cc(NC(=O)CC(=O)c3ccc([N+](=O)[O-])cc3)ccc2C)c1,u,x
CCOC(=O)N1CCN(C(=O)c2cc(S(=O)(=O)N3CCCC3)cn2C)CC1,6%,-13
Cc1ccc2c(c1)C1CN(C)CCC1N2C(=O)c1ccccc1NS(=O)(=O)c1ccc(F)cc1 (stereo not given),u,x
CC(C)CN(CC(C)C)C(=O)C12CCC(C)(C(=O)C1)C2(C)C (stereo not given),u,x

Next part; the last 3 above are carried over.
mol,Lipid storage S3,Lipid storage S3 cell count max
CCOC(=O)N1CCN(C(=O)c2cc(S(=O)(=O)N3CCCC3)cn2C)CC1,6%,-13
Cc1ccc2c(c1)C1CN(C)CCC1N2C(=O)c1ccccc1NS(=O)(=O)c1ccc(F)cc1 (stereo not given),u,x
CC(C)CN(CC(C)C)C(=O)C12CCC(C)(C(=O)C1)C2(C)C (stereo not given),u,x
COc1cc(C(C(=O)NC2CCCC2)N(C(=O)c2ccco2)c2ccccc2C(C)=O)cc(OC)c1OC (stereo not given),i,x
CCc1ccccc1NC(=O)C1NC(=O)CC1c1ccccc1 (stereo not given),u,x
CCOc1ccc(C(O)c2nccn2Cc2ccccc2)cc1 (stereo not given),u,x
CCOc1ccc(-c2cccc(NS(=O)(=O)c3cc([N+](=O)[O-])ccc3C)c2)nn1,u,x
CN1CCN(c2oc(-c3ccco3)nc2S(=O)(=O)c2ccccc2)CC1,16%,0
CC1Cc2ccccc2N1CC(=O)Nc1ccc(Cl)c(S(=O)(=O)N(C)C)c1 (stereo not given),u,x
O=C(C[N+]1(CC#Cc2ccccc2)CCCCC1)c1ccccc1,u,x
Cc1cc(C(=O)CN(Cc2ccc(F)cc2)S(=O)(=O)c2ccc3c(c2)OCCO3)c(C)n1C,26%,3
COc1cc(C2C(C(=O)c3ccc(C)o3)=C(O)C(=O)N2Cc2ccccc2)ccc1O (stereo not given),27%,18
CC(C)[C@H](NC(=O)C1CCN(S(=O)(=O)c2ccc(F)cc2)CC1)C(=O)N1CCCCCC1,i,15
CC(=O)N(Cc1cccs1)Cc1cc2ccc(C)c(C)c2nc1Cl,u,x
CCCNC(=O)CS(=O)(=O)Cc1nc(-c2ccccc2C)oc1C,i,14
COc1cc(/C=N/NC(=O)c2cccnc2)ccc1OS(=O)(=O)c1cc(C)ccc1C,u,x
Cc1ccc(C)c(NC(=O)CSc2nnc3n2CCCCC3)c1,-5%,-9
CCCOC(=O)c1ccc(NC(=O)c2c(Cl)ccc(Cl)c2OC)cc1,u,x
COCCN(C(=O)COC(=O)c1sccc1C)c1c(N)n(Cc2ccccc2)c(=O)[nH]c1=O,u,x
Cc1cccc(-n2nc(C)cc2N)c1,-1%,1
O=C(NCCCN1CCOCC1)c1ccc2c(c1)N(Cc1ccccc1F)C(=O)c1ccccc1S2=O (stereo not given),u,x
CCCOC(=S)NC(=O)c1sc2ccccc2c1Cl,-3%,-9
C#CCOCCOCCOCCNc1nc(N2CCN(C(=O)C([C@@H](C)CC)n3cc(C(N)CC(C)C)nn3)CC2)nc(N2CCN(C(=O)[C@H](CCC(=O)O)n3cc(C(N)Cc4ccc(O)cc4)nn3)CC2)n1 (stereo not given in full),-10%,-10
Cn1c(=O)c2[nH]c(CN(Cc3ccccc3)Cc3ccccc3)nc2n(C)c1=O,27%,12
CCOC(=O)c1cccc(NC(=O)CSc2nnc(C)n2CC2CCCO2)c1 (stereo not given),u,x
CCSc1nc2[nH]ncc2c(=O)[nH]1,u,x
Cc1c(O)ccc(/C(Cc2ccc3ccccc3n2)=N\N)c1O,4%,4
O=C(OCc1nnc(-c2ccc(Cl)cc2)o1)c1ccc(=O)n(Cc2ccccc2)n1,i,x
COc1ccc([N+](=O)[O-])cc1NC(C)C,5%,7

One compound at a time (already shown). Values in the order: Lipid storage S3, Lipid storage S3 cell count max
CCSc1nc2[nH]ncc2c(=O)[nH]1 across the screens: u, x
Cc1c(O)ccc(/C(Cc2ccc3ccccc3n2)=N\N)c1O across the screens: 4%, 4
CC(=O)N(Cc1cccs1)Cc1cc2ccc(C)c(C)c2nc1Cl across the screens: u, x
O=C(C[N+]1(CC#Cc2ccccc2)CCCCC1)c1ccccc1 across the screens: u, x
O=C(NCCCN1CCOCC1)c1ccc2c(c1)N(Cc1ccccc1F)C(=O)c1ccccc1S2=O (stereo not given) across the screens: u, x
